Assay outcomes (PubChem)
SRC2 inh: human SRC2 (NCOA2) inhibition; inhibition, % at 9 µM; Q15596; HEK293 GAL4-SRC2 luciferase reporter, luminescence; AID 651957; 370,000 tested, 0.17% active;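 active = inhibition above the mean inhibition of all tested compounds plus 3 SD, set per campaign, cut at about 52% in these data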;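 also: 0% = DMSO treated cells and 100% = cells given Gossypol at 36 µM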
ABCB6 inh 2: inhibitors of human ABC transporter ABCB6 | Q9NP58 | K562-ABCB6 porphyrin accumulation, flow cytometry, 1 h; active compounds read low | fluorescence ratio to DMSO, % at 10 µM | 360,000 tested, 0.19% active;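 active = fluorescence ratio to DMSO below 75%, the collection mean minus 3 SD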;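 also: signal is porphyrin accumulated inside mitochondria; 100% equals median channel fluorescence of DMSO control wells; lower ratio means ABCB6 inhibition with less porphyrin fluorescence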
ABHD5-PLIN5 inh: inhibitors of human ABHD5-perilipin-5 interaction; Q00G26+Q8WTS1; Split G. princeps luciferase complementation, luminescence, 4 h; inhibition, % at 4 µM; 360,000 tested, 0.78% active;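 active = inhibition above the mean inhibition across every tested compound plus 3 SD, cut at about 22% in these data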;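 also: 0% = DMSO only wells and the 100% control is not disclosed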
HTR2A ag: agonists of mouse serotonin 5-HT2A receptor (HTR2A); P35363; 360,000 tested, 0.66% active; activation, % at 7.6 µM; CHO-K1 mHTR2A beta-arrestin complementation, luminescence; percent of 30 µM serotonin response;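 active = activation above a run cutoff, the mean activation of all tested compounds plus 3 SD, cut at about 14% in these data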;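 also: 0% = plate median of compound wells and 100% = 30 µM serotonin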
MC4R antagonist: blocks human MC4R cAMP signaling; P32245; MC4R-expressing cells, MTII-stimulated cAMP, LANCE TR-FRET; inhibition, % at 6.5 µM; 360,000 tested, 0.48% active;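 active = inhibition above its plate's cutoff, the mean of tested wells on that plate plus 3 SD, cut at about 29% in these data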;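 also: 0% = Melanotan II alone and 100% = Melanotan II plus saturating MCL0020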
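Material – human MC4R-expressing U2OS cells · Repeats – no replicates · Detection – TR-FRET with Eu-cAMP and labeled anti-cAMP, 671 nm · Times – compound 30 min, challenge 1 h, detection 1 h · Compound – single nominal compound dose of 6.5 µM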
NOD2-RIPK2 inh: blocks binding of human NOD2 to RIPK2; AID 624267; 360,000 tested, 0.38% active; CHO BLA complementation NOD2-RIPK2, CCF4 ratio; inhibition, % at 4.98 µM; O43353; in the data active = inhibition above about 21%;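 also: 0% = vehicle only and 100% = reference blocker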
MC4R ag barr: human MC4R agonism via beta-arrestin | P32245 | U2OS MC4R beta-arrestin complementation, luminescence; percent of melanotan II response, DMSO zero | activation, % at 8.9 µM | 360,000 tested, 0.98% active | AID 540308;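 active = activation above a per-plate cutoff, the mean activation of sample wells on that plate plus 3 SD, cut at about 8% in these data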
Cardio protect: modulators protecting cardiomyocytes from myocardial damage | 360,000 tested, 0.63% active | protection from H2O2 cell death, % at 20 µM | H9c2 cardiomyocytes, H2O2 injury protection, ATPLite, 2 h;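 active = compounds giving at least 50% protection of heart cells from peroxide-induced death in the single-dose screen, raw or plate-pattern-corrected value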;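 also: 0% = DMSO wells with peroxide and 100% = DMSO wells without peroxide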
TLR9-MyD88 block: TLR9-MyD88 interaction inhibition. 340,000 tested, 0.21% active. Q9NR96+Q99836. inhibition, % at 4.98 µM. CHO BLA complementation TLR9-MyD88, CCF4 FRET ratio. AID 504734;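 active = inhibition above the mean over all tested compounds plus 3 SD, cut at about 21% in these data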;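 also: 0% = DMSO only wells and 100% = clavulanate BLA inhibitor control wells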
Target sequence (Q99836 whole entry, looked up): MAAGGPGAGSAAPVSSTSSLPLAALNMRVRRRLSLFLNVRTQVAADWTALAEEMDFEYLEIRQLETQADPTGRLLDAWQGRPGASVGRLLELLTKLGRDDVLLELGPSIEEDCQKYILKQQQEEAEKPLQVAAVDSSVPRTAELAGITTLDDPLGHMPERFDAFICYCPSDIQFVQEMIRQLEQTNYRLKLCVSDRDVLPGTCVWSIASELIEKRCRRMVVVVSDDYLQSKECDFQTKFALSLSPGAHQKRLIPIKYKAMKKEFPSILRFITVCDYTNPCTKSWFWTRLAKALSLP
Target sequence (Q9NR96 whole entry, looked up): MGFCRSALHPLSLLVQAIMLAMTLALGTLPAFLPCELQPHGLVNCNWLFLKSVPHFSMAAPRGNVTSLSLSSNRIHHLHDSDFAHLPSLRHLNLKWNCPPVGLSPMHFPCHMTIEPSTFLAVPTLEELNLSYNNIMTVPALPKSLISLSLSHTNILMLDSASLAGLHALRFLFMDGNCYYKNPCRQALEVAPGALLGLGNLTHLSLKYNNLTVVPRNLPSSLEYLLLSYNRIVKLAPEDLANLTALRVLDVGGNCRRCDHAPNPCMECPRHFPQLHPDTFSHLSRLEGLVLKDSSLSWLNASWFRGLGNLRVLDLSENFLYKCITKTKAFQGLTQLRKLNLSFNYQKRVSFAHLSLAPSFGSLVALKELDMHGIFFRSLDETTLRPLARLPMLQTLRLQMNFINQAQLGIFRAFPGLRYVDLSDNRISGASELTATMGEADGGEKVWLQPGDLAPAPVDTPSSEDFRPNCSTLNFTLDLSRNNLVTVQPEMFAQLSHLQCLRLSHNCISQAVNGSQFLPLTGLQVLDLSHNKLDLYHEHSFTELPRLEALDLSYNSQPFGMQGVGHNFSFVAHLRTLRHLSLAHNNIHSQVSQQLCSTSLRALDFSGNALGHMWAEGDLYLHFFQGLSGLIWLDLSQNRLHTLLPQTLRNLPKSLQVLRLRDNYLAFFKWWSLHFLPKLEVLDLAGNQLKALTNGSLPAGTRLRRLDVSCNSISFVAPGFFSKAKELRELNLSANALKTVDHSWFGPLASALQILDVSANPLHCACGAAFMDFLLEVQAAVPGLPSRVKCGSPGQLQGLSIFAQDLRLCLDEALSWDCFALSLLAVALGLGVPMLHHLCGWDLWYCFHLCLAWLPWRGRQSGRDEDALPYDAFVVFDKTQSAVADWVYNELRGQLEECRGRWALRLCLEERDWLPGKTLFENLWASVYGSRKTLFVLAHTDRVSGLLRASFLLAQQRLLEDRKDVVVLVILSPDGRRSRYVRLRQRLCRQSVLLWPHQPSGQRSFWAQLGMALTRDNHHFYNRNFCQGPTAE
N-glyco inh: blocks N-linked glycosylation in D54 reporter cells; reporter increase, % at 12.5 µM; 360,000 tested, 0.23% active; D54 ERlucT glycosylation luciferase reporter, 24 h; percent of 100 nM tunicamycin response;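 active = mean luciferase reporter signal, scaled so untreated is 0 and the glycosylation-blocking control 100, at or above a set limit in every replicate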;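 also: luciferase carries N-glycosylation sites so blocking glycosylation raises the light; 0% = median of neutral control wells and 100% = median of 100 nM tunicamycin wells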
Numbers without * were called inactive. These rows are one share of the data, so the mix of outcomes need not match the whole.

cpd | Compound | HTR2A ag | TLR9-MyD88 block | ABHD5-PLIN5 inh | ABCB6 inh 2 | MC4R ag barr
1 | O=C(COc1ccc2c3c(c(=O)oc2c1)CCC3)NC(Cc1ccc(Cl)cc1)C(=O)O (centres undefined) | -4.1 | 10.8 | 1.5 | 98.0 | -2.1
2 | Cc1ccc(C)c(S(=O)(=O)NCCCn2ccnc2)c1 | 1.9 | -8.0 | 0.4 | 107.0 | -2.0
3 | CC(C)c1ccc(Nc2nc(Cl)nc(NCCO)n2)cc1 | -0.8 | -0.5 | -2.3 | 108.0 | 0.6
4 | Cc1ccc(-n2nc3c(c2NC(=O)c2cccs2)CS(=O)(=O)C3)cc1C | -4.9 | -12.5 | -1.8 | 104.0 | -2.1
5 | CC1Sc2ccc(S(=O)(=O)CCC(=O)N3CCN(c4cccc(Cl)c4)CC3)cc2NC1=O (centres undefined) | 8.3 | 8.1 | -3.3 | 89.0 | -1.6
6 | COc1cc(-n2c(=O)c3ccccc3n(CC(=O)c3ccc(F)cc3)c2=O)cc(OC)c1OC | -3.5 | 5.6 | 2.2 | 100.0 | 0.1
7 | CCOCCn1c(SCC)nc2c1c(=O)[nH]c(=O)n2C | -3.3 | -1.6 | -3.1 | 105.0 | -3.4
8 | COc1ccc(CN(C)C(=O)CNC(=O)c2sc3ccccc3c2Cl)c(OC)c1 | 5.0 | 1.6 | 2.8 | 89.0 | -1.4

cpd | Cardio protect | SRC2 inh | N-glyco inh | NOD2-RIPK2 inh | MC4R antagonist
1 | 2.1 | 4.5 | 0.5 | 4.8 | -5.4
2 | 7.2 | -8.8 | 2.9 | 10.3 | 7.7
3 | -3.2 | -23.5 | 2.0 | -13.7 | 7.1
4 | 0.4 | -8.4 | 2.7 | 5.9 | 3.5
5 | -13.0 | 29.1 | -2.8 | 5.6 | -0.4
6 | -0.2 | 7.6 | -0.6 | 3.0 | 5.5
7 | 3.7 | 10.9 | 0.4 | -1.8 | -0.9
8 | -3.9 | 22.8 | -2.1 | -8.4 | 4.2

Whole records, looked up by structure. Values in the order: HTR2A ag | TLR9-MyD88 block | ABHD5-PLIN5 inh | ABCB6 inh 2 | MC4R ag barr | Cardio protect | SRC2 inh | N-glyco inh | NOD2-RIPK2 inh | MC4R antagonist
CC1Sc2ccc(S(=O)(=O)CCC(=O)N3CCN(c4cccc(Cl)c4)CC3)cc2NC1=O (centres undefined) in the list: 8.3 | 8.1 | -3.3 | 89.0 | -1.6 | -13.0 | 29.1 | -2.8 | 5.6 | -0.4
Cc1ccc(-n2nc3c(c2NC(=O)c2cccs2)CS(=O)(=O)C3)cc1C in the list: -4.9 | -12.5 | -1.8 | 104.0 | -2.1 | 0.4 | -8.4 | 2.7 | 5.9 | 3.5
CC(C)c1ccc(Nc2nc(Cl)nc(NCCO)n2)cc1 in the list: -0.8 | -0.5 | -2.3 | 108.0 | 0.6 | -3.2 | -23.5 | 2.0 | -13.7 | 7.1
O=C(COc1ccc2c3c(c(=O)oc2c1)CCC3)NC(Cc1ccc(Cl)cc1)C(=O)O (centres undefined) in the list: -4.1 | 10.8 | 1.5 | 98.0 | -2.1 | 2.1 | 4.5 | 0.5 | 4.8 | -5.4
CCOCCn1c(SCC)nc2c1c(=O)[nH]c(=O)n2C in the list: -3.3 | -1.6 | -3.1 | 105.0 | -3.4 | 3.7 | 10.9 | 0.4 | -1.8 | -0.9

Later entries
cpd | Compound | HTR2A ag | TLR9-MyD88 block | ABHD5-PLIN5 inh | ABCB6 inh 2 | MC4R ag barr
9 | CCOC(=O)c1c(/N=C/c2ccc(C)cc2O)sc2c1CCN(C)C2 | 0.0 | -0.6 | -2.5 | 98.0 | 1.9
10 | O=C(O)Cn1cnc2scc(-c3cccs3)c2c1=O | 0.1 | 9.8 | -3.8 | 95.0 | -0.3
11 | O=C(CN1C(=O)C2C3C=CC(C4CC34)C2C1=O)Nc1cnc2ccccc2c1 (centres undefined) | -0.3 | -8.8 | 6.1 | 101.0 | -0.8
12 | COc1ccc(C(=O)NNC(=O)Nc2ccc(C)cc2)cc1 | -4.0 | 7.1 | -3.7 | 81.0 | -0.2
13 | Cc1ccc(S(=O)(=O)NC2=NCN(Cc3ccccc3)CN2)cc1 | -6.8 | -0.9 | 0.1 | 94.0 | -1.1
14 | CCC(C(=O)N1CCN(S(C)(=O)=O)CC1)c1ccccc1 (centres undefined) | 2.6 | -1.6 | -4.2 | 93.0 | -0.6
15 | Cc1cc(Cl)ccc1OCC(=O)NCCC(=O)O | 2.3 | 6.8 | 9.4 | 114.0 | 4.5
16 | COc1cccc(CN2CC(C(=O)NC3CCC3)CCC2=O)c1 (centres undefined) | 4.0 | 2.4 | 9.7 | 99.0 | -3.6

cpd | Cardio protect | SRC2 inh | N-glyco inh | NOD2-RIPK2 inh | MC4R antagonist
9 | 6.4 | -19.9 | -1.8 | -11.5 | -0.1
10 | 9.6 | -9.9 | 2.0 | -4.1 | 0.1
11 | 12.4 | -51.3 | 2.8 | -14.3 | 13.6
12 | 0.2 | -7.1 | 2.9 | -6.3 | -1.8
13 | 4.2 | -1.2 | 0.0 | 1.0 | 6.0
14 | -1.4 | -1.4 | -0.8 | -2.2 | 3.1
15 | -2.6 | 6.6 | -0.3 | -1.9 | -2.4
16 | 10.3 | 11.7 | -0.6 | -6.9 | 7.5

(cont.)
cpd | Compound | HTR2A ag | TLR9-MyD88 block | ABHD5-PLIN5 inh | ABCB6 inh 2 | MC4R ag barr
17 | CCn1c(CSc2n[nH]c(N)n2)nc2cc(C(=O)O)ccc21 | 2.6 | -1.8 | 2.2 | 103.0 | 0.0
18 | O=C(NCc1ccco1)c1ccc(Cl)c(S(=O)(=O)Nc2ccccc2)c1 | -0.5 | 3.3 | 1.6 | 106.0 | -1.3
19 | O=C(C1CCN(c2ncnc3c2nc2n3CCCCC2)CC1)N1CCN(c2cccc(Cl)c2)CC1 | 18.2* | -6.1 | 14.5 | 94.0 | 0.7
20 | O=C(CSc1nnc(-c2ccc(C(F)(F)F)cn2)o1)Nc1cccc(Cl)c1 | -2.7 | -1.4 | 0.6 | 99.0 | -1.1
21 | CCOC(=O)c1c(S(=O)(=O)NCC(=O)Nc2ccc(OC)cc2)c(C)n(C)c1C | -6.3 | 12.1 | -0.4 | 100.0 | -0.3
22 | COc1cccc(/C=C/C(=C2\C(=O)N(c3ccccc3)N=C2C)c2ccc(Br)cc2)c1OC | 3.0 | -5.3 | 6.0 | 106.0 | 0.7
23 | CCC1(C)NC(=O)N(CC(=O)Nc2cc(C)on2)C1=O (centres undefined) | -7.0 | -3.8 | 9.1 | 105.0 | -1.2
24 | COc1ccc(NC(=O)COC(=O)c2cccc(S(=O)(=O)N(C)C)c2)cc1 | 2.2 | -6.4 | 0.7 | 95.0 | -2.6
25 | CC1=CC(C)(C)N=C(Nc2nc(C)c3cc(C)cc(C)c3n2)N1 | -2.8 | 2.7 | -0.8 | 104.0 | 3.7
26 | CCOc1ccc(S(=O)(=O)N/N=C(\C)c2ccc(Cl)c(Cl)c2Cl)cc1 | 2.5 | 1.8 | -2.9 | 94.0 | 1.9

cpd | Cardio protect | SRC2 inh | N-glyco inh | NOD2-RIPK2 inh | MC4R antagonist
17 | 0.4 | -0.8 | 1.0 | 6.4 | 26.6
18 | 7.8 | 0.6 | -0.8 | -5.7 | -0.3
19 | -2.3 | 22.6 | -2.6 | 0.5 | 5.4
20 | 1.9 | -32.9 | 1.5 | -8.4 | 2.0
21 | 0.5 | 7.9 | 2.1 | -4.2 | 8.5
22 | -2.8 | -9.8 | 5.9 | -0.5 | 5.8
23 | 11.5 | 18.7 | 3.5 | -4.1 | -3.3
24 | -5.1 | -17.2 | 0.9 | 1.9 | 18.2
25 | -18.3 | -19.9 | 0.9 | -1.1 | 4.3
26 | -14.3 | 1.6 | 1.4 | -6.0 | 2.1
